M. tuberculosis HTS: M. tuberculosis growth inhibition, HTS (AID 449762); M. tuberculosis H37Rv growth inhibition, 7H9 media; higher % means a stronger effect; inhibition, % at 25 µM; hits with a dose series show IC50 in µM; 330,000 tested, 0.59% active; in the data active = a potency from the dose series; inconclusive = inhibition above about 70% without an active follow-up result;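 note: bacterial growth assessed after seven days of incubation; strong numbers were not always called active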
influenza NS1A: H1N1 influenza NS1A inhibitors, functional cell based assay (AID 504329). 340,000 tested, 0.3% active. inhibition, % at 12.5 µM, or IC50 in µM where a hit was titrated. NS1A functional cell-based assay, percent inhibition; higher % means a stronger effect; in the data active = a potency from the dose series; inconclusive = inhibition above about 27% without an active follow-up result; note: strong numbers were not always called active
PhoP GFP inhibition: PhoP regulon inhibitors, Salmonella typhi PhoP promoter GFP reporter, confirmatory (AID 1850); 310,000 tested, 0.33% active; inhibition, % at 50 µM; hits with a dose series show IC50 in µM; Salmonella Typhi PhoP-promoter GFP reporter, fluorescence, 4 h; higher % means a stronger effect; in the data active = a potency from the dose series; inconclusive = inhibition mostly from about 25% at the one dose, without a potency; inactive = the rest, 99 in 100 with inhibition below about 19%;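 note: 0% = induced wells with vehicle and 100% = uninduced wells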
VEEV TC-83 Vero: inhibitors of VEEV TC-83 cytopathic effect, confirmation, Vero cells (AID 588727); Vero cells, VEEV TC-83 cytopathic effect inhibition; higher % means a stronger effect; one-dose inhibition, % at 20 µM; IC50 in µM for titrated hits; 350,000 tested, 0.13% active; in the data active = a potency from the dose series; inconclusive = inhibition mostly from about 14% at the one dose, without a potency; inactive = the rest, 99 in 100 with inhibition below about 12%; note: strong numbers were not always called active
M. tuberculosis: growth inhibition of non-replicating M. tuberculosis (AID 488890). Mycobacterium tuberculosis non-replicating, growth inhibition; higher % means a stronger effect. one-dose inhibition, % at 25 µM; IC50 in µM for titrated hits. 320,000 tested, 0.39% active; in the data active = a potency from the dose series; inconclusive = inhibition mostly from about 82% at the one dose, without a potency; inactive = the rest, 99 in 100 with inhibition below about 76%;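 note: plate controls were DMSO cells for no effect and high antibiotic wells for full effect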
VEEV TC-83 Vero 10K pilot screen: also measured in VEEV TC-83 Vero; calls as there; inhibition, %; measured here: 10K pilot screen inhibition
* hit, by the source's call; i = inactive; ? = inconclusive; · = not tested or not shown.

SMILES	M. tuberculosis HTS	influenza NS1A	PhoP GFP inhibition	VEEV TC-83 Vero	M. tuberculosis	others
CC1=NN(c2ccc(Cl)c(C(=O)O)c2)C(=O)/C1=C\c1ccc(-c2ccc(C(=O)O)cc2)o1	·	19%	·	0.1%	·
N#Cc1ccccc1S(=O)(=O)N1CCN(C(=O)Cc2n[nH]c(=O)c3ccccc23)CC1	-11%	1%	·	0.1%	-10%
CC(=O)N(CCOc1ccccc1)CCOc1ccccc1	6%	-4%	-4%	2.9%	2%
Cc1cc(C)c2nc(SC(C)C#N)cc(C)c2c1 (stereo unspecified)	4%	-9%	-12%	i	19%
CS(=O)(=O)N(Cc1ccc(C(=O)N2CCc3ccccc3C2)cc1)c1ccccc1	6%	0%	0%	3.2%	20%
Nc1nc2sc3c(c2cc1C(=O)NCC(=O)O)CCCC3	3%	-5%	-6%	0.2%	-7%
O=C(N/N=C/C(c1ccccc1)c1ccccc1)c1ccccc1F	-1%	-3%	14%	0.7%	30%
COc1ccc2c(c1)N(C)/C(=C1/SC(=NCc3ccccc3)N(c3ccccc3)C1=O)S2	-7%	10%	-27%	0.5%	1%
CC(C)(NC(=O)N1CCOCC1)c1cccc(C(C)(C)NC(=O)N2CCOCC2)c1	-6%	4%	8%	0.3%	-8%
C=CCNC(=O)c1c(Cl)cnn1-c1ccc(C)cc1	-4%	·	0%	6.4%	2%
N=C1/C(=C\c2coc3ccc(O)cc3c2=O)C(=O)N=C2SC=CN12	-3%	-2%	5%	11%	-1%
O=S(=O)(c1ccc(-c2ccccc2)cc1)N1CCCCC1	0%	-1%	-1%	1.0%	-7%
CC(C)Cn1c(-c2cccs2)nc2ccccc21	-3%	-11%	2%	1.2%	33%
COc1ccc2cc3cc(C(=O)NCCCN4CCc5ccccc5C4)sc3nc2c1	11%	26%	-5%	0.6%	44%
NS(=O)(=O)c1ccc(CCNC(=O)CSc2ccc([N+](=O)[O-])cc2)cc1	0%	-9%	12%	0.6%	25%
O=C(CBr)N1CCc2ccccc2C(c2ccccc2)C1 (stereo unspecified)	-6%	-2%	19%	1.9%	5%
COc1ccc(S(=O)(=O)N2CCCC(C(=O)NCc3ccc4c(c3)OCO4)C2)cc1 (stereo unspecified)	1%	-2%	9%	5.0%	17%
COC(=O)C1=CN(c2ccc(F)c(F)c2)C=C(C(=O)OC)C1c1ccc([N+](=O)[O-])cc1	14%	0%	-6%	1.1%	34%
CCOC(=O)C1=C(C)N(C[C@@H]2CC[C@@H](Cc3ccc(-c4ccccc4)cc3)O2)C(=O)NC1c1cccc([N+](=O)[O-])c1 (stereo partly specified)	·	1%	·	i	·
O=C(NCCN1CCOCC1)c1cc(-c2cccc(O)c2)on1	-4%	-6%	9%	1.9%	-1%
CCOC(=O)N1CCN(S(=O)(=O)c2ccc(C(=O)NNc3nc4c(C)cc(C)cc4s3)cc2)CC1	-1%	·	3%	·	-15%
CCOC(=O)N1CCN(C(=O)CSCc2ccccc2Cl)CC1	2%	9%	-3%	1.3%	18%
Cc1nc(-c2cc(C#N)c(=O)[nH]c2C)cs1	-2%	9%	-6%	1.8%	-9%
O=C(CCCN1C(=O)c2ccccc2C1=O)Nc1ccc(S(=O)(=O)N2CCCCC2)cc1	11%	-2%	-9%	i	14%
S=C(Nc1ccccc1)Nc1nc2ccccc2n1CCOc1ccccc1	14%	2%	0%	i	-5%
COc1ccc(NC(=S)NCc2ccc(S(N)(=O)=O)cc2)c(OC)c1	-6%	24%	-5%	0.6%	21%
COc1cc(/C=C2/C(=O)NN(c3ccc(Cl)cc3)C2=O)cc(Br)c1O	?	14%	1%	1.8%	65%
Cc1ccc(N2CCN(CC3CC=CCC3)CC2)cc1 (stereo unspecified)	0%	3%	5%	0.8%	4%
O=C(NCCc1ccccn1)c1c(-c2ccccc2)sc2ccccc12	3%	3%	·	2.7%	20%
COc1ccc(C(NC(=O)c2cc(OC)ccc2OC)c2ccccc2)cc1 (stereo unspecified)	1%	-10%	-4%	1.6%	65%
CCn1c(SCC(=O)N2CCOCC2)nc2sc3c(c2c1=O)CCCC3	3%	1%	-13%	9.8%	15%
CN(C)CCN(C(=O)c1ccc2c(c1)OCCO2)c1nc2cc3c(cc2s1)OCO3	2%	2%	7%	1.8%	6%
Cc1nn(-c2ccccn2)c2nc(-c3cccs3)cc(C(=O)N3CCOCC3)c12	0%	-9%	3%	7.4%	48%
Cc1c(C)n2c(SCC(=O)Nc3cccc4ccccc34)nnc2[nH]c1=O	6%	1%	2%	0.9%	-8%
CNC(=O)c1ccc(Nc2nnc(C)c3ccccc23)cc1	-3%	-3%	-6%	2.5%	-13%
O=C(c1cccn2c(=O)c3ccccc3nc12)N1CCC2(CC1)OCCO2	2%	2%	5%	0.1%	1%
CCOC(=O)c1ccc(NC(=O)COc2ccccc2CNCCc2ccccc2)cc1	?	7%	-4%	i	?
CNc1nc(N)c([N+](=O)[O-])c(NCCO)n1	2%	-2%	-1%	2.3%	17%
O=[N+]([O-])c1cc2c(cc1CN1CCN(c3ccc(F)cc3)CC1)OCO2	2%	3%	-5%	2.3%	·
COc1ccc(Cl)c(NC(=O)NCCN2CCN(c3ccccc3)CC2)c1	-5%	2%	15%	i	3%
CC(C)(C)c1cc(CN2CCN(CCC#N)CC2)cc(C(C)(C)C)c1O	17%	-10%	-2%	i	?
Cc1ccccc1C(=O)Nc1ccc(C(=O)N/N=C/c2ccc(O)c(Br)c2)cc1	2%	6%	8%	7.7%	60%
Cn1cnc(S(=O)(=O)N2CCN(c3cccc(C(F)(F)F)c3)CC2)c1	6%	1%	-11%	0.8%	-13%
COc1ccccc1/C=C1\SC(=S)N(CCC(=O)NCCc2ccc(O)cc2)C1=O	4%	7%	8%	25%	2%
O=C(CN1C(=O)CSC1=O)Nc1ccccc1F	0%	5%	2%	i	-6%
COC(=O)CSc1nc2c(cnn2-c2ccc(F)cc2)c(=O)[nH]1	6%	-3%	-5%	0.9%	4%
CSCc1cc(N2CCCC2)nc(-c2ccccc2)n1	0%	8%	1%	i	3%
O=C(Nc1ccc(NC(=O)C2CC2)nc1)c1cccnc1	-10%	4%	2%	2.4%	5%
CCn1c(SCC(=O)Nc2nnc(C)s2)nnc1C(C)NC(=O)c1ccccc1 (stereo unspecified)	1%	-7%	-1%	0.9%	-17%
COc1cccc(CC2(CO)CCCN(Cc3ccc(OC(F)F)cc3)C2)c1 (stereo unspecified)	5%	-6%	-4%	0.8%	19%

The closing two compounds of the part above come first, to join the parts.
SMILES	M. tuberculosis HTS	influenza NS1A	PhoP GFP inhibition	VEEV TC-83 Vero	M. tuberculosis	others
CCn1c(SCC(=O)Nc2nnc(C)s2)nnc1C(C)NC(=O)c1ccccc1 (stereo unspecified)	1%	-7%	-1%	0.9%	-17%
COc1cccc(CC2(CO)CCCN(Cc3ccc(OC(F)F)cc3)C2)c1 (stereo unspecified)	5%	-6%	-4%	0.8%	19%
COc1ccc(NC(=O)c2ccc(OCC3CCCO3)cc2)cc1OC (stereo unspecified)	-3%	-10%	·	1.2%	32%
CC(=O)c1ccccc1NC(=O)C1C2CCC(O2)C1C(=O)O (stereo unspecified)	-1%	·	7%	·	1%
COc1ccc(N2CCN(C(=O)c3ccc(CNS(=O)(=O)c4ccc(C)cc4)cc3)CC2)cc1	-3%	5%	-2%	1.2%	-14%
COc1ccc(-c2n[nH]c(=S)n2-c2ccccc2C)cc1OC	-3%	-16%	4%	0.2%	-7%
NC(=O)OCC(O)COc1ccc(Cl)cc1 (stereo unspecified)	-6%	-1%	1%	1.0%	4%
O=C(O)/C=C/C(=O)N1N=C(c2ccco2)CC1c1ccco1 (stereo unspecified)	-4%	-10%	-8%	i	-1%
O=C(c1ccccc1)c1coc(-c2ccccc2)c1	·	-9%	·	0.4%	·
COC(=O)c1ccc(S(=O)(=O)NNC(=O)COc2ccc(C)cc2)cc1	47%	-6%	-3%	0.7%	?
COC(=O)[C@@]12CCCCN1[C@H](c1ccc(-c3ccccc3)cc1)[C@@H]1C(=O)N(C)C(=O)[C@@H]12	4%	18%	10%	i	6%	VEEV TC-83 Vero 10K pilot screen=0.2
COc1cc(CN(CCN(C)C)Cc2ccccc2)ccc1OCc1ccccc1	43%	6%	5%	i	76%

Of the compounds above, these contain a nitro group on carbon:
SMILES	M. tuberculosis HTS	influenza NS1A	PhoP GFP inhibition	VEEV TC-83 Vero	M. tuberculosis	others
NS(=O)(=O)c1ccc(CCNC(=O)CSc2ccc([N+](=O)[O-])cc2)cc1	0%	-9%	12%	0.6%	25%
COC(=O)C1=CN(c2ccc(F)c(F)c2)C=C(C(=O)OC)C1c1ccc([N+](=O)[O-])cc1	14%	0%	-6%	1.1%	34%
CCOC(=O)C1=C(C)N(C[C@@H]2CC[C@@H](Cc3ccc(-c4ccccc4)cc3)O2)C(=O)NC1c1cccc([N+](=O)[O-])c1 (stereo partly specified)	·	1%	·	i	·
CNc1nc(N)c([N+](=O)[O-])c(NCCO)n1	2%	-2%	-1%	2.3%	17%
O=[N+]([O-])c1cc2c(cc1CN1CCN(c3ccc(F)cc3)CC1)OCO2	2%	3%	-5%	2.3%	·

The list continues:
SMILES	M. tuberculosis HTS	influenza NS1A	PhoP GFP inhibition	VEEV TC-83 Vero	M. tuberculosis	others
COc1ccc(-c2cc3cc(OC)c(OC)cc3c(C)n2)cc1	39%	-5%	-5%	7.8%	36%
COc1ccc(/C=C2\N=C(SC)N(c3ccccc3OC)C2=O)cc1	41%	-4%	10%	4.6%	38%
Cc1nc2ccccc2nc1N1CCCC1	6%	13%	6%	i	2%
CCCCN(C(=O)c1cccc(C)c1)c1c(N)n(CCC)c(=O)[nH]c1=O	4%	6%	3%	13%	1%
Cc1nc2ccc(-c3ccccc3)cc2o1	49%	-1%	-10%	5.0%	9%
O=[N+]([O-])c1cccc(NP(=O)(Oc2ccccc2)Oc2ccccc2)c1	13%	2%	-15%	4.0%	14%
COc1ccc(-n2c(-c3ccc(F)cc3)cnc2SCC(=O)NCc2ccco2)cc1	24%	18%	-2%	10%	24%
Cc1cc(C(=O)NC2CC(C)(C)Cc3c2cnn3-c2ccccc2)n[nH]1 (stereo unspecified)	-5%	-10%	-13%	0.7%	-3%
COc1ccc(/C=C2\SC(=S)N(CC(=O)Nc3nnc(C)s3)C2=O)cc1	-3%	25%	-4%	2.1%	12%
O=C(NCC1CCCN1S(=O)(=O)c1ccccc1)C(=O)NC1CC1 (stereo unspecified)	-7%	4%	7%	1.0%	1%
CCn1c(-c2ccc(C)cc2)nn(CC(=O)NCCc2ccccc2)c1=S	-2%	3%	-1%	i	24%
COc1ccc(CN2CCN(C(=O)c3ccc(CNS(=O)(=O)c4ccc(C)cc4)cc3)CC2)c(OC)c1OC	5%	3%	2%	2.0%	23%
COc1ccccc1N1CCN(C(=O)c2cc(N3C(=O)C4C5CCC(C5)C4C3=O)ccc2Cl)CC1 (stereo unspecified)	-10%	2%	-6%	2.9%	7%
CC1CC(C(F)(F)F)n2ncnc2N1 (stereo unspecified)	-7%	-15%	1%	0.8%	-8%
COc1ccccc1Oc1ccc(-c2cnc3ccccc3n2)cc1[N+](=O)[O-]	-9%	·	-11%	7.0%	5%
O=C1NC(=O)N(Cc2ccccc2F)C1=O	8%	-22%	-3%	1.4%	-14%
O=C(CSc1ccccn1)N1CCOCC1	5%	-3%	3%	i	14%
CC(C)[C@H](NS(=O)(=O)c1ccccc1)C(=O)OCC(=O)NC(=O)NC1CCCCC1	4%	-20%	·	0.1%	34%
CN(Cc1ccc(F)cc1)C(=O)c1ccc2c(c1)NC(=O)CS2	-9%	-2%	1%	0.3%	4%
CCCOC(=O)Nc1cc(OC)ccc1[N+](=O)[O-]	-3%	4%	-9%	1.0%	75%
CCOC(=O)C1C(=O)NC(N2CCCCC2)=NC1c1ccccc1 (stereo unspecified)	3%	1%	8%	1.1%	-4%
O=c1[nH]c2cc3c(cc2cc1CN(CC1CCCO1)S(=O)(=O)c1ccccc1)OCCO3 (stereo unspecified)	-11%	-4%	12%	0.3%	10%
Cc1ccc(NCc2nnc(SCC(=O)N3CCCc4ccccc43)o2)c(C)c1	6%	-1%	2%	0.7%	9%
Cc1ccsc1C1Nc2ccc3ncccc3c2C2=C1C(=O)CCC2 (stereo unspecified)	2%	5%	-5%	i	25%
O=C(CSc1ccc(-c2ccccn2)nn1)N1CCCc2ccccc21	?	9%	-4%	0.5%	71%
Cc1ccc(S(=O)(=O)NNC(=O)c2cccnc2)cc1	9%	1%	-3%	0.4%	-9%	VEEV TC-83 Vero 10K pilot screen=1.0
O=S(=O)(c1ccc(Cl)cc1)N1CCN(c2ncccn2)CC1	-2%	-12%	-2%	0.7%	4%

Compound activity (PubChem BioAssay)
